Dengue inhibitors: Dengue virus cytopathic effect inhibitors, cell-based, CPE readout, HTS (AID 540333); Dengue virus CPE inhibition in host cells; active compounds read high; CPE inhibition, % at 20 µM; hit rate 3.1% among 10,000; in the data active = CPE inhibition mostly above about 9.1%, no sharp cut-off; inactive = mostly below about 7.2%
* = called active by the depositor; i = inactive. These rows are one share of the data; count on the stated rates, not on these rows.

| cpd | structure | Dengue inhibitors |
| --- | --- | --- |
| 1 | CN(C)P(=O)(CCl)Nc1ccccc1 (centres undefined) | 0.7 |
| 2 | C/C(=N\N1CCCCC1)c1c(O)[nH]c(=O)[nH]c1=O | 0.4 |
| 3 | Cc1cc(C)cc(N2C(=O)NC(=O)/C(=C\c3cccn3-c3ccccc3)C2=O)c1 | 4.4 |
| 4 | COC(=O)C1=Nc2ccccc2/C1=C\c1c(O)n(-c2cc(OC)ccc2OC)c(=O)[nH]c1=O | 0.0 |
| 5 | O=P1(Oc2ccccc2)C[C@@H](O)[C@@H](O)[C@H](COCc2ccccc2)O1 (some centres undefined) | i |
| 6 | COC(=O)C1=C(c2ccc3ccccc3c2)C[C@@H]2CC[C@H]1N2C(=O)N1CCC(O)CC1 | i |
| 7 | CCC(C)N1C(=O)/C(=C/c2ccc3c(c2)CCN3CCCCl)C(=O)NC1=S (centres undefined) | 2.0 |
| 8 | COC(=O)C1=C(c2ccc(F)cc2F)C[C@@H]2CC[C@H]1N2C(=O)N1CCC(O)(c2ccc(Cl)cc2)CC1 | 6.4 |
| 9 | CCOc1cc(CNC(C)C(O)c2ccccc2)cc(Cl)c1OCC (centres undefined) | 3.1 |
| 10 | CC(=O)OC(C)(C)/C=C/C(=O)[C@](C)(O)[C@H]1[C@H](O)C[C@@]2(C)[C@@H]3CC=C4[C@H](C[C@H](O)C(=O)C4(C)C)[C@]3(C)C(=O)C[C@]12C | 3.3 |
| 11 | O=C(COc1ccccc1)Nc1ccc(Cl)cc1C(=O)c1ccccc1 | 6.0 |
| 12 | COc1cc(C(=O)Nc2ccc(Br)cc2C(=O)c2ccccc2Cl)cc(OC)c1OC | 3.6 |
| 13 | Cc1ccc(-n2c(O)c(/C=N/N3CCOCC3)c(=O)[nH]c2=S)cc1 | 0.1 |
| 14 | Cc1ccc(-c2nc3ccccc3c(=O)n2-c2cccnc2)cc1 | 0.3 |
| 15 | Cc1ccc(NC(=O)c2cn(CCC#N)nc2-c2ccc3c(c2)OCCO3)c([N+](=O)[O-])c1 | 0.3 |
| 16 | CC(C)N1CCN(c2ccc(O)cc2)CC1 | i |
| 17 | CN(C)S(=O)(=O)c1cc(NC(=O)COC(=O)Cc2ccccc2)ccc1Cl | i |
| 18 | Cc1ccc(-c2nc3ccccc3c(=O)n2-c2ccccn2)cc1 | i |
| 19 | CC/C(=N\Nc1ccccc1)c1c(O)n(C)c(=O)n(C)c1=O | i |

Quoted from above, compounds 13 to 19
| cpd | structure | Dengue inhibitors |
| --- | --- | --- |
| 13 | Cc1ccc(-n2c(O)c(/C=N/N3CCOCC3)c(=O)[nH]c2=S)cc1 | 0.1 |
| 14 | Cc1ccc(-c2nc3ccccc3c(=O)n2-c2cccnc2)cc1 | 0.3 |
| 15 | Cc1ccc(NC(=O)c2cn(CCC#N)nc2-c2ccc3c(c2)OCCO3)c([N+](=O)[O-])c1 | 0.3 |
| 16 | CC(C)N1CCN(c2ccc(O)cc2)CC1 | i |
| 17 | CN(C)S(=O)(=O)c1cc(NC(=O)COC(=O)Cc2ccccc2)ccc1Cl | i |
| 18 | Cc1ccc(-c2nc3ccccc3c(=O)n2-c2ccccn2)cc1 | i |
| 19 | CC/C(=N\Nc1ccccc1)c1c(O)n(C)c(=O)n(C)c1=O | i |

Bioassay records deposited in PubChem by Southern Research Specialized Biocontainment Screening Center.
